# Screening results from PubChem.
# AT treatment – candidate therapy for ataxia-telangiectasia; Potency, µM (doses to about 57.5 µM), for inactives: at the top dose activation, most hits filed as activators; 320,000 compounds, 0.19% hits; […] A-T fibroblasts, KAP-1 phosphorylation AlphaLISA; neocarzinostatin DNA damage 30 min before lysis; AID 485349; note: potency is the fitted concentration of half-maximal effect; % of control where 0% means no effect; nearly all actives have a fitted effect of over 45% in size
#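 hTERT-immortalized A-T patient fibroblasts ([…]), 500 cells/well in OPTI-MEM, 1% FBS, got compounds for 60 min, then NCS for 30 min at 37C. Lysates were then assayed for phospho-KAP-1 by AlphaLISA (anti-pKAP1 donor, anti-KAP1 acceptor beads), 6 hr at 25C.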
# ELG1 DNA repair – blocks ELG1-dependent DNA repair in HEK293T cells | 330,000 compounds, 2.3% hits | Potency, µM (titrated, usually from 46.1 µM), inactives show top-dose activity change, negative = inhibition, actives largely listed as inhibitors | HEK293T ELG1-luciferase reporter, luminescence, 16 h; DNA damage induced by 5-fluorouridine | AID 504467; note: potency is the fitted concentration of half-maximal effect; % is set by controls: 0 for no effect and ±100 for the full control effect; nearly all actives have a fitted effect of over 55% in size
#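 In this reporter screen, reduction of luminescence relative to DMSO vehicle indicated activity. Compounds and 5-fluorouridine were added together to 2,000 cells per well, incubated for 16 hr at 37 °C, then developed with ONE-Glo.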
# PTAP TSG101 blk – blocks PTAP/TSG101 interaction to inhibit HIV-1 budding; Fluorescence polarization, FITC-PTAP peptide / Tsg101 binding; Potency, µM (titrated, usually from 115 µM), for the others: at the top dose activity change, negative = inhibition, hits mostly inhibitors; 340,000 tested, under 10 active; Q99816; active = well fitted inhibition curve with a large enough effect in the main read-out, with a control signal flat, not every such curve was filed as active; inconclusive = small, poorly fitted or top-dose-only effect, or effect the other way, or a change in a side signal; inactive = no such curve, though single readings can be large or run the other way; note: potency is the fitted concentration of half-maximal effect; % of control where 0% means no effect
# Target sequence (Q99816 whole entry, looked up): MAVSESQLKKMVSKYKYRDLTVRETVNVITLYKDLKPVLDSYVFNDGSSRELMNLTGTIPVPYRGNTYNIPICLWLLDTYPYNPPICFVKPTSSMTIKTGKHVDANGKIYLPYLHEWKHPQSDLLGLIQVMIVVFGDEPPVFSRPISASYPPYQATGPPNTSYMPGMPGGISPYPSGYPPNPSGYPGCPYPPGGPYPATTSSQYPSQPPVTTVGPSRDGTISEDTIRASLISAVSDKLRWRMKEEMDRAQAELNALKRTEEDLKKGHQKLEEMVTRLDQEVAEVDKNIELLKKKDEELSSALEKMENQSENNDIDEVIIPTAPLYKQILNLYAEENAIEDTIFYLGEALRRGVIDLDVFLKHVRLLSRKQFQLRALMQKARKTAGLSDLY
#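 Steps: Tsg101 binding domain dispensed (10 uM final), compounds pinned in DMSO, FITC-labeled PTAP-motif peptide added (50 nM final); after 20 min binding at room temperature, polarization measured.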
# Integrin act MD – activators of alpha7 integrin expression for muscular dystrophy. 350,000 compounds, 0.064% hits. AID 624291. alpha7betagal myoblasts, beta-gal FDG fluorescence, 48 h. Potency, µM (top dose mostly 38.3 µM), without a hit: at the highest dose activation, actives largely listed as activators;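 note: potency is the fitted concentration of half-maximal effect; 100% = response of the positive control SU9516; nearly all actives have a fitted effect of over 60% in size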
#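 Alpha7betagal+/- myoblasts (passage 13) were plated 16-24 hr, then exposed to compounds (1:260 dilution of DMSO stock) for 48 hours at 37C. After MPER lysis, β-galactosidase reporter activity was read as FDG fluorescence (ex 480/em 540) after 30 minutes.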
# CXXC DNA block – inhibitors of human MLL CXXC domain-DNA interaction. Potency, µM (top dose mostly 115 µM), for inactives: at the top dose activity change, negative = inhibition, hits mostly inhibitors. MLL-CXXC / FITC-HOXA9 DNA fluorescence polarization. AID 2662. Q03164. 290,000 compounds, 0.037% hits; active = well fitted inhibition curve with a large enough effect in the polarisation, with a control signal flat, not every such curve was filed as active; inconclusive = small, poorly fitted or top-dose-only effect, or effect the other way, or a change in a side signal; inactive = no such curve, though single readings can be large or run the other way; the % refers to the polarisation; note: potency is the fitted concentration of half-maximal effect
#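 Fluorescence polarization: 7 uM MLL-CXXC (stock) preincubated 5 min with compounds, then 50 nM fluorescein-HOX-A9 DNA (stock) added; 30 min ambient. Buffer 50 mM Tris-HCl pH 7.5, 50 mM NaCl, 1 mM DTT, 0.05% BSA.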
# B2AR arrestin – recruits beta-arrestin to the human beta2-adrenergic receptor; Potency, µM (doses to about 46.1 µM), inactives show at the top dose activation, hits mostly activators; AID 492947; beta-arrestin recruitment to beta2AR, cell-based reporter; P07550; 330,000 compounds, 0.02% hits;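 note: potency is the fitted concentration of half-maximal effect; 0% = DMSO controls and full agonism = EC100 isoproterenol or metaproterenol; nearly all actives have a fitted effect of over 65% in size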
# Target sequence (P07550 whole entry, looked up): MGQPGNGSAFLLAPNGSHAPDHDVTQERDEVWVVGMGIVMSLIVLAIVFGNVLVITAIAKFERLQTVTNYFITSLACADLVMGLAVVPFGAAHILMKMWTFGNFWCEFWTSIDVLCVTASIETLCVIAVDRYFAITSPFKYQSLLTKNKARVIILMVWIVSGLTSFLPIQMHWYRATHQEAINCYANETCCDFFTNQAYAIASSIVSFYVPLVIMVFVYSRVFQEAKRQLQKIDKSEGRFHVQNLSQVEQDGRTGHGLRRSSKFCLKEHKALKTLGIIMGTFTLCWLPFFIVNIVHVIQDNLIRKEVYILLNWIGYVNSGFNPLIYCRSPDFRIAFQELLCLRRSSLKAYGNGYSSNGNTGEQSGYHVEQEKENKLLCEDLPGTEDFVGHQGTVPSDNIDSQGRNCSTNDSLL
# TRPV1 agonist – agonists of human vanilloid receptor 1 (TRPV1); AID 540275; 320,000 compounds, 0.19% hits; activation, % at 8.33 µM; TRPV1-expressing cells, Fluo-8 calcium influx, agonist mode; in the data active = activation above about 80%; inconclusive = between about 30% and that limit; note: 0% is about no effect
#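 Fluo-8 calcium influx in TRPV1-expressing cells, kinetic read (ex 480/em 520 nm). Compound added and read 3 min for agonist activity, followed by capsaicin at EC20 final and 2 min further read for enhancement.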
# BRCA1 expr up – increases BRCA1 expression; Potency, µM (top dose mostly 46.1 µM), for the others: at the top dose activation, actives largely listed as activators; 380,000 compounds, 1.1% hits; MCF7-BRCA1-FFLuc reporter, luminescence, 48 h; response scale: scaled: vehicle 0%, 10 µM genistein 100%; AID 624202; note: potency is the fitted concentration of half-maximal effect; nearly all actives have a fitted effect of over 80% in size; some results filed as inactive show a strong effect at the top dose
#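 Luminescence from a BRCA1-driven firefly luciferase in MCF7 cells was the read-out, taken 15 min after substrate addition following 48 h compound exposure at 37 °C. Data were normalized to a 10 microM genistein control and DMSO vehicle.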
# p53 reactivator – restores transcriptional activity of mutant p53. H1299 p53-A138V BP100-luciferase reporter, luminescence, 24 h. Potency, µM (doses to about 92.2 µM), without a hit: at the top dose activity change, positive = activation, usual class: activators. 320,000 compounds, 0.063% hits; note: potency is the fitted concentration of half-maximal effect; % of control where 0% means no effect; nearly all actives have a fitted effect of over 45% in size
#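 H1299 (p53-null), stable ts p53-A138V + BP100-Luc; 1000 cells/well, Opti-MEM/10% FBS; cpd 4 pt, 1:5; 24 h, 37 deg C, 5% CO2; detection reagent 10 min RT; luminescence.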
# TCR act – T cell receptor activation; primary human leukocytes, anti-CD3, IL-2 HTRF, 48 h; Potency, µM (doses to about 9.22 µM), for inactives: top-dose activation of IL-2 secretion, actives largely listed as activators; 330,000 tested, under 10 active; AID 504894; note: % of control where 0% means no effect
#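 Human primary leukocytes + a-CD3 beads + cpd, 48 hr; IL-2 in supernatant by HTRF (ex 320nm / em 665nm). No co-stimulatory signal supplied.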
# An asterisk follows results filed as active; ? = inconclusive; . = not tested or not shown; & = joins results of further samples; [ ] = another dose, or the depositor's remark. Unless noted, calls come from the whole dose curve; as a rule, active = well fitted curve in the direction sought with a large enough effect; inconclusive = small, poorly fitted or top-dose-only effect, or another doubt; inactive = no such curve, though single readings can be large; an effect the other way counts as inactive or inconclusive.
cpd	molecule	AT treatment	ELG1 DNA repair	PTAP TSG101 blk	Integrin act MD	CXXC DNA block
1	ONc1cccnc1-n1nc(C(F)(F)F)cc1C(F)(F)F	6%	0%	.	.	0%
2	CC(C)CNC(=O)c1cccc(NC(=O)COc2ccc([N+](=O)[O-])cc2)c1	0%	21µM*	1%	-45%[inhibitor]	6%
3	CCO[C@@H]1OC(C(=O)N2CCN(Cc3ccccc3)CC2)=C[C@H](c2ccccc2)[C@H]1CCCO	-21%	-10%	-3%	5%	-27%
4	CCCCCCOc1ccc(C(=O)O)cc1C#N	0%	?	-5%	-3%	13%
5	COCCN=c1scc(-c2cc(OC)ccc2OC)n1/N=C/c1c[nH]c2ccccc12	3%	?	-1%	-32%	5%
6	C=CCn1c(COc2ccc(F)cc2)nnc1SCC(=O)NC1CC1	-2%	0%	-2%	3%	.
7	CCc1ccc(NC(=O)/C(C#N)=C/c2ccncc2)cc1	-4%	7%	3%	-9%	-3%
8	COCCNC(=O)/C(C#N)=C/c1c(N2CCN(C)CC2)nc2c(C)cccn2c1=O	-20%	-2%	-3%	7%	-6%
9	O=C(COC(=O)C1CCN(S(=O)(=O)c2ccc3c(c2)OCCO3)CC1)Nc1cc(C(F)(F)F)ccc1Cl	3%	14%	-2%	12%	-2%
10	COc1cc2cc(C[C@H](C)O)oc(=O)c2cc1OC	-3%	16%	-2%	-6%	.
11	CCOC(=O)c1nn(-c2cccc(OC)c2)c(-c2ccccc2)c1C(=O)c1ccccc1	9%	-14%	-2%	-32%	-3%
12	Cc1ccc2nc(NC(=O)CN3C(=O)C4CC=CCC4C3=O)sc2c1 (configuration not stated)	-6%	?	-4%	1%	1%
13	C=CCn1c(SCC(=O)N(C)CC(=O)Nc2ccc(C)cc2)nnc1-c1ccncc1	8%	1%	-1%	0%	.
14	O=C(NCc1nnc(SCC(=O)N2CCCCC2)o1)c1ccc(F)cc1	1%	-2%	-3%	10%	30%
15	COc1ccc(NC(=O)c2ccco2)cn1	-1%	?	-21%	6%	?

cpd	B2AR arrestin	TRPV1 agonist	BRCA1 expr up	p53 reactivator	TCR act
1	0.0%	7	.	-2%	.
2	0.3%	-4	4%	2%	0%
3	0.4%	1	-16%	0%	-5%
4	-3.7%	-3	18%	15%	3%
5	4.1%	3	-87%	15%	-4%[46.1 µM]
6	0.1%	-1	3%	-5%	5%
7	-0.8%	0	10%	5%	0%
8	-0.9%	1	-7%	-3%	2%
9	-0.8%	1	-25%	3%	-2%
10	0.2%	2	-6%	0%	2%
11	-0.2%	.	-36%	-1%	6%
12	0.1%	2	39%	-3%	-19%
13	-0.2%	.	-49%	-11%	-4%[46.1 µM]
14	0.5%	1	-8%	-5%	2%
15	-1.6%	-1	32%	15%	2%

# Next section; it opens with the three that closed the last part.
cpd	molecule	AT treatment	ELG1 DNA repair	PTAP TSG101 blk	Integrin act MD	CXXC DNA block
13	C=CCn1c(SCC(=O)N(C)CC(=O)Nc2ccc(C)cc2)nnc1-c1ccncc1	8%	1%	-1%	0%	.
14	O=C(NCc1nnc(SCC(=O)N2CCCCC2)o1)c1ccc(F)cc1	1%	-2%	-3%	10%	30%
15	COc1ccc(NC(=O)c2ccco2)cn1	-1%	?	-21%	6%	?
16	CCOc1ccc(CCNC(=O)c2nnn(CC(=O)Nc3ccc(OC)cc3)c2N)cc1OCC	-4%	?	0%	3%	14%
17	CN1CCS/C1=C\C=C1/SC(=S)N(CC(=O)O)C1=O	1%	3%	?	6%	?
18	CC(C)CCN1CN(S(=O)(=O)c2cccs2)c2nc3ccccc3nc21	6%	16%	-11%	5%	15%
19	Cc1ccc(SCCSc2nc(N)cc(=O)[nH]2)cc1	5%	21%	-8%	?	5%
20	Cn1nnnc1SCC(=O)Nc1ccccc1Cc1ccccc1	10%	4%	-1%	12%	1%
21	COc1ccccc1CNC(=O)c1nnc(Cc2ccc(Cl)cc2)o1	10%	12%	1%	5%	5%
22	COCCNC(=O)CCCC(=O)NCCOC	0%	-5%	0%	14%	3%
23	CCOC(=O)c1ccc(NC(=S)N(CCCN2CCN(CC)CC2)Cc2ccco2)cc1	-4%	6%	1%	0%	-6%
24	CC(C)(C)c1c(Cl)c(O)c(-c2ccccc2)c(=O)n1-c1ccccc1	-1%	2%	-4%	4%	11%
25	[N-]=[N+]=NC1c2ccccc2C(=O)N1Cc1ccccc1 (configuration not stated)	7%	-8%	0%	24%	-3%
26	O=C(/C=C/c1ccccc1[N+](=O)[O-])OCC(=O)c1ccccc1	4%	17%	-1%	-38%	-16%
27	O=[N+]([O-])c1ccc(Cc2ccncc2)cc1	8%	-9%	-5%	19%	-2%
28	CCOC(=O)Nc1ccc2c(c1)N(C(=O)CCCl)c1ccccc1[S@]2=O	7%	-17%	-1%	-57%[inhibitor]	-6%
29	O=C(/C=C/c1cccc(F)c1)Nc1ccc(S(=O)(=O)Nc2ncccn2)cc1	4%	3%	1%	-3%	-9%
30	Cc1ccnc(NC(=O)c2ccc3c(c2)NC(=O)C(C)S3)c1 (configuration not stated)	1%	?	-8%	?	.

cpd	B2AR arrestin	TRPV1 agonist	BRCA1 expr up	p53 reactivator	TCR act
13	-0.2%	.	-49%	-11%	-4%[46.1 µM]
14	0.5%	1	-8%	-5%	2%
15	-1.6%	-1	32%	15%	2%
16	0.2%	1	2%	-3%	-5%
17	0.0%	6	-7%	2%	1%
18	0.2%	8	-2%	7%	-3%
19	-0.3%	-1	28%	-18%	.
20	0.5%	0	-25%	0%	2%
21	5.4%	5	2%	1%	7%
22	-3.1%	2	0%	-2%	-18%[46.1 µM]
23	0.0%	3	-1%	0%	6%
24	0.2%	1	-13%	-1%	6%
25	-0.5%	19	19%	10%	0%
26	0.3%	4	3%	4%	.
27	0.2%	-2	-34%	4%	-7%
28	0.4%	0	-91%	.	1%
29	3.7%	.	-3%	-6%	3%
30	0.2%	?	?	33%	7%

# Going on with the list.
cpd	molecule	AT treatment	ELG1 DNA repair	PTAP TSG101 blk	Integrin act MD	CXXC DNA block
31	O=C1Nc2ccc(Cl)cc2/C1=C/C1CC=CCC1 (configuration not stated)	-5%	-10%	0%	-37%	8%
32	COCCN(C(=O)C1CCCC1)c1c(N)n(Cc2ccccc2)c(=O)[nH]c1=O	6%	3%	-1%	3%	-2%
33	O=C(O)/C=C/C(=O)Nc1ccc(S(=O)(=O)Nc2nccs2)cc1	-3%	9%	0%	.	-23%&9%
34	O=C(Nc1c2c(nn1-c1ccccc1)CS(=O)(=O)C2)c1cc2ccccc2o1	-13%	7%	-3%	0%	25%
35	COc1cccc(NC(=O)c2ccc3c(c2)C(=O)N(CC2CCCO2)C3=O)c1 (configuration not stated)	1%	24%	-4%	?	5%
36	CC1CCCC(N2CCN(S(=O)(=O)c3ccccc3)CC2)C1 (configuration not stated)	-4%	-11%	-5%	34%	-1%
37	C/C=C(\C)CN1CCN(c2ccccc2F)CC1	5%	10%	.	-9%	0%
38	Cc1ccnc(NC(=O)c2ccc(S(=O)(=O)c3ccccc3)cc2)c1	-1%	-8%	0%	43%	0%
39	CCCNC(=O)CN(Cc1ccco1)S(=O)(=O)c1ccc(OCC)cc1	2%	6%	0%	34%	0%
40	COc1ccc(NC(=O)Nc2nnc(N3CCCCC3C)s2)cc1OC (configuration not stated)	-9%	-1%	3%	21%	-3%
41	CCOC(=O)c1cccc(NC(=O)C2(S(=O)(=O)c3ccc(Cl)cc3)CC2)c1	4%	?	0%	-8%	12%
42	COCCN(C(=O)COC(=O)/C=C/c1cccc(C(F)(F)F)c1)c1c(N)n(CC(C)C)c(=O)[nH]c1=O	-3%	3%	0%	7%	.

cpd	B2AR arrestin	TRPV1 agonist	BRCA1 expr up	p53 reactivator	TCR act
31	-0.2%	17	-43%	-4%	-21%
32	-0.1%	3	6%	0%	-2%
33	0.1%	1	17%	5%	-2%
34	-0.1%	-3	-16%	-14%	4%
35	-0.7%	-2	3%	?	-4%
36	-0.8%	0	-15%	-3%	3%
37	-0.1%	-2	2%	-4%	.
38	-0.2%	1	30%	0%	5%
39	-2.5%	-1	-1%	7%	-6%[46.1 µM]
40	-1.6%	11	2%	-1%	-2%
41	-0.6%	2	-17%	-4%	1%[46.1 µM]
42	0.0%	.	-13%	-1%	-4%
